From PubChem
KB-3-1 tox: KB-3-1 parental cell cytotoxicity; Potency, µM (top dose mostly 46.1 µM), inactives show at the top dose activity change, negative = cytotoxic, most hits filed as cytotoxic; AID 1347075; hit rate 1.4% among 400,000; KB-3-1 viability, CellTiter-Glo ATP luminescence, 72 h; further: potency means the concentration at half of the fitted maximal effect; on the % scale 0 is the no-effect control and ±100 the full control effect; nearly all actives have a fitted effect of over 60% in size
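Using CellTiter-Glo luminescence, growth of non-resistant KB-3-1 adenocarcinoma cells is assessed 72 h after pin-tool compound addition at 37 °C. Normalized responses across the concentration series yield fitted curves.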
IL-1B inflam inh: blocks inflammasome-driven IL-1 beta release; THP-1 LPS/ATP IL-1B secretion, AlphaLISA, 16 h; active compounds read low; activity change, % at 57.5 µM; hit rate 4.7% among 360,000; AID 743279; in the data active means activity change below about -50%; inconclusive means mostly about -30% to -49%; further: on the % scale 0 is the no-effect control and ±100 the full control effect
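Secreted IL-1B measured by AlphaLISA bead assay after 16 h compound exposure of THP-1 cells; compounds (final up to 57.5 uM) added 1 h before LPS (250 ng/mL) and ATP (1.25 mM) stimulation; lower signal means less secretion.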
ATXN viability: viability counter-screen for ATXN expression inhibitors; AID 651635; Potency, µM (series often up to 56.7 µM), most hits filed as cytotoxic; S2 cells (HEK-293 line with an ATXN2-luciferase reporter) viability, CellTiter-Fluor protease fluorescence, 24 h; hit rate 0.49% among 400,000; further: potency means the concentration at half of the fitted maximal effect; nearly all actives have a fitted effect of over 40% in size
HT1080 IDH1KD tx: toxicity to HT-1080 IDH1 knockdown cells (counter line). Potency, µM (titrated, usually from 46.1 µM), inactives show top-dose activity, negative = toxicity, usual class: cytotoxic. AID 686971. hit rate 2% among 360,000. HT-1080 IDH1 knockdown viability, ATP luminescence, 48 h;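 further: potency means the concentration at half of the fitted maximal effect; 0% = DMSO wells and -100% = cell-free medium wells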
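Using the IDH1-knockdown HT-1080 line run in the same batch and compound series as the NT line, viability after 48 h at 37 °C was determined by CellTiter-Glo luminescence and expressed as % activity.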
HT1080NT lethal: kills 2HG-producing HT-1080-NT fibrosarcoma cells. HT-1080-NT fibrosarcoma viability, CellTiter-Glo ATP luminescence, 48 h. Potency, µM (highest dose often 46.1 µM), for the others: at the top dose activity, negative = less viability, most hits filed as cytotoxic. hit rate 1.6% among 360,000. AID 686970;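 further: NT is the 2HG producing partner of a matched IDH1 knockdown line; potency means the concentration at half of the fitted maximal effect; 0% = DMSO-treated cells and -100% = media-only wells without cells; nearly all actives have a fitted effect of over 55% in size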
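Fibrosarcoma NT cells, 750 per well in 5% FBS RPMI, were exposed to compound for 48 hours. Viability: CellTiter-Glo luminescence.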
KB-V1 MDR tox: kills drug-selected multidrug resistant KB-V1 cells; KB-V1 MDR cells viability, CellTiter-Glo, 72 h; Potency, µM (doses to about 46.1 µM), inactives show at the top dose activity change, negative = cytotoxicity, hits mostly cytotoxic; hit rate 3.4% among 400,000; AID 1347076; further: potency means the concentration at half of the fitted maximal effect; on the % scale 0 is the no-effect control and ±100 the full control effect; nearly all actives have a fitted effect of over 60% in size
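KB-V1 MDR subline cells in DMEM (phenol-red free, 10% FBS) exposed to compounds in qHTS concentration series for 72 h at 37 degrees C. Viability read by CellTiter-Glo luminescence; concentration-effect curves fitted after normalization and correction.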
SW480 rerep: inducers of DNA re-replication in SW480 colon cancer cells; hit rate 1.8% among 340,000; Potency, µM (titrated, usually from 46.1 µM), for the others: at the highest dose re-replication activation, hits mostly activators; AID 624297; SW480 DNA re-replication, Hoechst DNA content imaging, 48 h; further: potency means the concentration at half of the fitted maximal effect; % of control where 0% means no effect; nearly all actives have a fitted effect of over 55% in size
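Image-based read-out: total Hoechst fluorescence of nuclei (405 nm excitation, 500-530 nm emission), with hits raising the fraction of high-intensity nuclei. SW480 colon cells incubated 48 hr with compounds at 37 C.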
MCF10A rerep: DNA re-replication induction in MCF 10a cells. Potency, µM (series often up to 46.1 µM), without a hit: at the highest dose activity, positive = re-replication, most hits filed as activators. MCF 10A DNA re-replication, Hoechst nuclear intensity, 48 h. hit rate 2.9% among 350,000. AID 624296; further: potency means the concentration at half of the fitted maximal effect; % of control where 0% means no effect; nearly all actives have a fitted effect of over 50% in size
ATXN2 expr inh: ATXN2 expression inhibition; Potency, µM (doses to about 57 µM), for inactives: top-dose activity change, negative = inhibition, hits mostly inhibitors; hit rate 0.72% among 360,000; HEK-293 ATXN2-luciferase reporter, luminescence, 24 h; further: potency means the concentration at half of the fitted maximal effect; on the % scale 0 is the no-effect control and ±100 the full control effect; nearly all actives have a fitted effect of over 55% in size
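ATXN2-luciferase reporter cells (luciferase flanked by upstream and downstream ATXN2 gene portions) were treated 24 h at 37 °C with compounds at up to 57 uM. SteadyGlo luminescence gave expression; GF-AFC fluorescence gave viability.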
The depositor's hits bear a star; i = inactive; ? = inconclusive; nt = no result given; [ ] = remark or other dose. Unless noted, the call rests on the fitted dose curve; in most records, active means well fitted curve in the direction sought with a large enough effect; inconclusive means small, poorly fitted or top-dose-only effect, or another doubt; inactive means no such curve, though single readings can be large; an effect the other way counts as inactive or inconclusive.

| Compound | KB-3-1 tox | IL-1B inflam inh | ATXN viability | HT1080 IDH1KD tx | HT1080NT lethal | KB-V1 MDR tox | SW480 rerep | MCF10A rerep | ATXN2 expr inh |
| --- | --- | --- | --- | --- | --- | --- | --- | --- | --- |
| CCN(CC)S(=O)(=O)c1ccc(C(=O)OCC(=O)N2CCN(C(=O)c3ccco3)CC2)cc1 | 3% | 31 | ? | 2% | 5% | 20% | 1%[9.22 µM] | 11% | -8% |
| CC[C@]1(C(=O)OC)[C@H]2C(=O)N(C)C(=O)[C@H]2[C@H]2CN=C(SCc3ccc(OC)cc3)N21 | -28% | -29 | i | 0% | ? | 0% | 11% | ? | ? |
| COc1ccc(Cl)cc1N(C)C(=O)CCNC(=O)Cn1cnc2ccccc2c1=O | 4% | 42 | i | 9% | -1% | -22% | -1% | -5% | 4% |
| COc1ccc(-n2nnnc2/C=C\Nc2ccc(C)cc2)cc1 | 2% | ? | i | -26% | -24% | 13% | -14% | 6% | -7% |
| C=CCSc1nc(N)c2c3c(sc2n1)CN(C)CC3 | -17% | 72 | i | -4% | -2% | 17% | -11% | 21% | 1% |
| COCCN(C(=O)COC(=O)CCCc1c[nH]c2ccccc12)c1c(N)n(Cc2ccccc2)c(=O)[nH]c1=O | 2% | 3 | i | -1% | -1% | ? | 3% | -4% | 15% |
| CCOC(=O)c1c(CSc2ccsc2)n(C)c2cc(Br)c(O)c(CN(C)C)c12 | -11% | -53* | i | -18% | -7% | -14% | 13% | ? | nt |
| CCCS(=O)(=O)C/C(N)=N/OC(=O)c1ccccc1Cl | 23% | 38 | i | 9% | 10% | -4% | 1% | 1% | 21% |
| COc1ccc(CCCc2nnc(SCC(=O)Nc3ccccc3F)o2)cc1 | 10% | -6 | i | 3% | 3% | 0% | -3% | 0% | -28% |
| CCCCNC(=O)C(NC(=O)c1cnc(C)cn1)C(=O)c1ccccc1 (stereo unspecified) | 4% | -10 | nt | 18% | 14% | ? | nt | nt | nt |
| CC(=O)N(Cc1ccccc1)c1ncc2c(n1)c(=O)c(C#N)c1ccccn12 | 16% | 4 | nt | 0% | 1% | 9% | -13% | -18% | -5% |
| CC(OC(=O)C12CCC(=O)N1c1ccccc1S2)C(=O)Nc1cccc(Cl)c1 (stereo unspecified) | 3% | 58 | i | 0% | 13% | 4% | -9% | 6% | 4% |
| Cn1c(=O)c2c(ncn2CC(=O)OCC(=O)Nc2cc(Cl)ccc2C#N)n(C)c1=O | -12% | -22 | i | -4% | -4% | 3% | -3% | -2% | -6% |
| CC(C)(C)n1ncc2c(=O)n(CC(=O)NCCc3ccccc3)cnc21 | -12% | 21 | i | -23% | -2% | -3% | -11% | -16% | 7% |
| CC(=O)Nc1ccc(S(=O)(=O)NCc2cn3ccsc3n2)cc1 | -1% | 11 | i | -3% | 15% | 1% | 3% | -6% | 4% |

Among those listed so far, these have a cyano group.
| Compound | KB-3-1 tox | IL-1B inflam inh | ATXN viability | HT1080 IDH1KD tx | HT1080NT lethal | KB-V1 MDR tox | SW480 rerep | MCF10A rerep | ATXN2 expr inh |
| --- | --- | --- | --- | --- | --- | --- | --- | --- | --- |
| CC(=O)N(Cc1ccccc1)c1ncc2c(n1)c(=O)c(C#N)c1ccccn12 | 16% | 4 | nt | 0% | 1% | 9% | -13% | -18% | -5% |
| Cn1c(=O)c2c(ncn2CC(=O)OCC(=O)Nc2cc(Cl)ccc2C#N)n(C)c1=O | -12% | -22 | i | -4% | -4% | 3% | -3% | -2% | -6% |

3 entries out of the list above, arranged by the number in SW480 rerep, rising.
SMILES | IL-1B inflam inh | SW480 rerep
CC(=O)N(Cc1ccccc1)c1ncc2c(n1)c(=O)c(C#N)c1ccccn12 | 4 | -13%
CC(OC(=O)C12CCC(=O)N1c1ccccc1S2)C(=O)Nc1cccc(Cl)c1 (stereo unspecified) | 58 | -9%
CCOC(=O)c1c(CSc2ccsc2)n(C)c2cc(Br)c(O)c(CN(C)C)c12 | -53* | 13%

(next part)
| Compound | KB-3-1 tox | IL-1B inflam inh | ATXN viability | HT1080 IDH1KD tx | HT1080NT lethal | KB-V1 MDR tox | SW480 rerep | MCF10A rerep | ATXN2 expr inh |
| --- | --- | --- | --- | --- | --- | --- | --- | --- | --- |
| CN(C)Cc1nnnn1-c1cccc(-n2nnnc2CN(C)C)c1 | 6% | 9 | i | 12% | 27% | -10% | ? | -4% | 16% |
| CC1CCN(C(c2cccs2)c2nnnn2Cc2ccccc2)CC1 (stereo unspecified) | ? | -20 | i | -24% | -18% | 15µM* | 0% | 3% | 0% |
| CC1(C(=O)NS(=O)(=O)c2ccc(Cl)s2)CCN1C(=O)C1(c2ccc(Cl)cc2)CC1 (stereo unspecified) | 0% | 22 | i | 4% | 16% | 1% | nt | nt | 11% |
| CC(=O)c1cnc(N2CCCCC2)nc1C | -12% | -20 | nt | 0% | -2% | -3% | -3% | 1% | nt |
| Cc1ccc(S(=O)(=O)N2CCOCC2)cc1NC(=O)CSc1nnnn1C1CCCC1 | -7% | 8 | i | -1% | -2% | -5% | -10% | -1% | nt |
| O=c1c2ccccc2n(Cc2c(F)cccc2Cl)c(=O)n1Cc1ccccc1 | -12% | nt | i | nt | nt | 0% | nt | nt | 6% |
| Cc1ccccc1Cn1cc(NC(=O)COc2ccccc2)cn1 | 2% | -15 | i | -4% | -4% | 0% | -1% | 6% | 19% |
| Nc1cc(-c2cccc(Br)c2)nn1Cc1ccccc1 | -1% | 3 | i | -3% | 0% | ? | 7% | 26% | 4% |
| c1ccc(COc2ccc(OCCn3cncn3)cc2)cc1 | 0% | -24 | i | -3% | -4% | -23% | 0% | 10% | 51%[activator] |
| Cc1nn(CC(=O)NCc2ccco2)c(C)c1[N+](=O)[O-] | 5% | -5 | i | -2% | 6% | ? | -1% | ? | 3% |
| Cc1cc(OCCSc2nnc(-c3cccs3)n2C)ccc1Cl | 0% | -9 | i | -13% | -1% | 0% | 2%[9.22 µM] | ? | -24% |
| O=C(Cn1nc(-c2ccccc2)c2ccccc2c1=O)Nc1cccc(O)c1 | 6% | -52* | i | -4% | -21% | ? | -1% | 1% | -1% |
| CC1CCC(C(=O)NC(C(=O)N2CCc3ccccc3C2)C(C)C)CC1 (stereo unspecified) | 5% | 9 | i | -10% | -9% | 0% | -1% | 9% | -16% |
| COC(=O)CNC(=O)c1cn(CC(C)C)c(=O)c2cc(OC)c(OC)cc12 | 3% | 15 | i | 5% | 0% | 3% | -11% | 4% | 3% |
| Cc1cc([N+](=O)[O-])nn1CC(=O)Nc1cc(F)ccc1F | 2% | ? | i | -1% | 5% | -10% | 0% | -5% | nt |

Additional structures follow:
| mol | KB-3-1 tox | IL-1B inflam inh | ATXN viability | HT1080 IDH1KD tx | HT1080NT lethal | KB-V1 MDR tox | SW480 rerep | MCF10A rerep | ATXN2 expr inh |
| --- | --- | --- | --- | --- | --- | --- | --- | --- | --- |
| C[C@H](CO)N1C[C@H](C)[C@H](CN(C)C(=O)c2ccccc2)Oc2cc(Br)ccc2S1(=O)=O | 14% | 11 | i | 10% | 17% | 0% | nt | nt | 0% |
| Cc1cccc(NS(=O)(=O)c2cc3c(cc2C)NC(=O)CO3)c1 | -11% | -12 | i | -13% | -1% | 1% | 1% | 2% | -17% |
| Cc1ccc(S(=O)(=O)N2CCN(C(=O)Cn3c(=O)oc4ccccc43)CC2)c(C)c1 | -9% | 2 | i | 5% | 0%[9.24 µM] | 10% | -22% | 3% | 0% |
| COc1c(Br)cc(Br)cc1C(=O)Nc1ccccc1N1CCCC1 | -12% | 8 | i | -12% | -1% | -34% | 2% | 19% | -7% |
| CC(C)Nc1nnc(SC(C)C(=O)N(C)C2CCCCC2)s1 (stereo unspecified) | 0% | 16 | i | 11% | 9% | 2% | ? | ? | -7% |
| Cc1ccc(CNC(=O)CC(C)S(=O)(=O)c2ccc3c(c2)NC(=O)C(C)S3)cc1 (stereo unspecified) | -2% | 59 | ? | -20% | -9% | 1% | 3% | 1% | -31% |
| Cc1cc(Nc2cc(Cl)nc(Sc3ccc(NC(=O)C4CC4)cc3)n2)n[nH]1 | 1.6µM* | nt | ? | nt | nt | -54% | 21µM* | 34% | -35% |
| COC(=O)c1ccccc1NC(=O)Nc1cccnc1 | 25% | 8 | i | 7% | 14% | 8% | -2%[9.22 µM] | 0% | -5% |
| COc1ccc(C)cc1NC(=O)CN(c1ccccc1F)S(C)(=O)=O | -1% | 0 | i | -1% | -14% | -3% | 0% | -3% | 7% |
| COc1cccc(NC(=O)C2CCN(S(=O)(=O)c3ccc4[nH]c(=O)oc4c3)CC2)c1 | -22% | -5 | i | -1% | -6% | -12% | 0% | -3% | -4% |
| O=C(NCc1ccc(Cl)cc1)C1CCN(S(=O)(=O)c2cccs2)CC1 | -3% | -4 | i | 14% | 0% | -24% | -2% | 7% | -4% |
| O=C(NCCN1CCC(n2c(=O)[nH]c3ccccc32)CC1)C(c1ccccc1)c1ccccc1 | ? | -80* | i | ? | ? | ? | nt | nt | -21% |
| Cc1onc(-c2ccccc2)c1C(=O)N1CCN(c2ccccn2)CC1 | -2% | 16 | i | 10% | 1% | -17% | ? | 1% | 1% |
| CSc1nc(C)c(Cc2ccccc2)c(=O)[nH]1 | 5% | 10 | i | 3% | 0% | 2% | 2% | 4% | -3% |
| CSc1nsc(SC)c1NC(=O)OCc1ccccc1 | -19% | 18 | i | -27% | 4% | 0% | 1% | ? | 25% |
| CCN1CCN(c2cc(C)c3cc(NC(=S)N4CCN(c5ccccc5)CC4)ccc3n2)CC1 | -18% | 56 | ? | -4% | -6% | -13% | 18µM* | 21µM* | -14% |
| COc1ccc(Nc2cc(C)c3ccc(O)cc3n2)cc1 | 0% | -50* | ? | -18% | 11% | ? | ? | ? | nt |
| CCCn1c(=N)n(CC(=O)c2ccc(Cl)c(Cl)c2)c2ccccc21 | 2% | -92* | ? | ? | -23% | 1% | ? | ? | ? |
| COc1ccc(C2C(C#N)=C(N)N(Nc3ccccc3)C3=C2C(=O)CC(C)(C)C3)cc1C (stereo unspecified) | -4% | ? | i | 1% | 1% | 5% | ? | ? | -23% |
